RBX1-CUL1 inh: inhibitors of human ROC1-CUL1 ubiquitin ligase activity; 0.6% of 140,000 active; in vitro K48 di-Ub FRET, acceptor:donor ratio, 45 min; inhibition, % at 10 µM; P62877+Q13616; AID 1347404; in the data active = inhibition above about 25%
Target sequence (P62877 whole entry, looked up): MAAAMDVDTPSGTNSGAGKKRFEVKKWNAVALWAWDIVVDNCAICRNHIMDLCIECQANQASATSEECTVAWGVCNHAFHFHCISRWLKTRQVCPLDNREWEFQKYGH
Target sequence (Q13616 whole entry, looked up): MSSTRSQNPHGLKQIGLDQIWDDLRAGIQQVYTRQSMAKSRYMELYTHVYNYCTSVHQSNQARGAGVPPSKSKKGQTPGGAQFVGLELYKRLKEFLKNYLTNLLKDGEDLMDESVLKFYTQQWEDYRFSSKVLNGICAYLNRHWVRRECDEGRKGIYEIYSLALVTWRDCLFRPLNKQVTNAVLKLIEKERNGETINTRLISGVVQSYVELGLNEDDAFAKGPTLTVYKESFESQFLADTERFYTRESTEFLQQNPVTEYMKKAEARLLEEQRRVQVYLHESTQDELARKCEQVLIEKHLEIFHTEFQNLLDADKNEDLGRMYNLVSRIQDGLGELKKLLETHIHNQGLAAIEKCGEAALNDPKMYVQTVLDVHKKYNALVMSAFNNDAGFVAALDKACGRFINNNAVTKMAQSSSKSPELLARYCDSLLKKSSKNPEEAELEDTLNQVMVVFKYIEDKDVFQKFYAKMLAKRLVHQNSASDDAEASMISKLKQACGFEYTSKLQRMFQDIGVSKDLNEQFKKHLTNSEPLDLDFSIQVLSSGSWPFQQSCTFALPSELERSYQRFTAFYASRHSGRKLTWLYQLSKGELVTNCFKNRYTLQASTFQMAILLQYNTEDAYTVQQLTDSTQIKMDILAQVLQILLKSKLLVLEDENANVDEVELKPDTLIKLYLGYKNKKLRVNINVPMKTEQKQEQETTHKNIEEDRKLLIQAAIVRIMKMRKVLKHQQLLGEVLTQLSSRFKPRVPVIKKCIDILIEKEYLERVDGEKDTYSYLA
Numbers without * were called inactive.

Molecule	RBX1-CUL1 inh
COc1ccc(CNC(=S)Nc2ccc(Cl)cc2)cc1	-0.9
COc1cc(C(=O)NC(=S)NNC(=O)COc2ccc(C)cc2C)cc(OC)c1OC	-6.9
CC(c1cc(Cl)ccc1Sc1ccccc1)N1CCN(CCO)CC1 (stereo not given)	-8.4
C=CCn1c(SCC(=O)Nc2ccc(C(=O)OCC)cc2)nc2scc(-c3ccco3)c2c1=O	10.6
CCN(CC)S(=O)(=O)c1ccc2c(c1)N(CC(=O)N1CCN(c3cccc(OC)c3)CC1)C(=O)CO2	2.2
COc1cc(C2C3=C(CCCC3=O)OC3=C2C(=O)CCC3)ccc1OCC(=O)Nc1ccccc1	-1.2
CC1(C)CC(=O)C2=C(C1)OC(=N)C(C#N)C2c1ccc(-c2ccc(Cl)cc2Cl)s1 (stereo not given)	-9.2
COCc1nn2c(Cc3ccccc3)nnc2s1	3.5
CSc1ccc(Cl)c(C(=O)Nc2ccc(C)cn2)c1	-3.5
COc1cc2c(cc1NS(=O)(=O)c1cccc(C#N)c1)n(C)c(=O)n2C	4.9
CCOc1ccc(NC(=O)c2cc3nc(-c4ccc(OC)cc4)cc(C(F)(F)F)n3n2)cc1	-11.5
CC(=O)N1CCc2cc(S(=O)(=O)NC(Cc3ccccc3)C(=O)Nc3cc(C)ccc3C)ccc21 (stereo not given)	10.9

Additional records follow.
Molecule	RBX1-CUL1 inh
COC(=O)c1sc(S(=O)(=O)N2CCCCC2)c(C(=O)OC)c1C	8.2
CCC(CC)C(=O)Nc1ccc2c(c1)C(=O)N(CCC(=O)O)C2=O	9.8
O=S(=O)(Cc1ccccc1)NC1CC2CCC1C2 (stereo not given)	-8.6
Cc1cccc(NCC(O)Cn2c3ccc(I)cc3c3cc(I)ccc32)c1C (stereo not given)	-11.3
COc1cccc(C(=O)NCC2Cc3cc(F)cc(-c4ccccn4)c3O2)c1 (stereo not given)	5.0
CCCn1c(NCc2ccccn2)nc2ccccc21	-5.2
O=C(NC1CC1)C1CCN(C2CCN(Cc3cc4ccccc4[nH]3)CC2)CC1	1.4
COc1ccccc1C1CC(=O)C2=C(C1)Nc1ccccc1NC2c1ccncc1 (stereo not given)	8.3
CC(=O)Nc1ccc(NC(=O)CSc2nc3ccccc3nc2N2CCCCC2)cc1	-0.2
Cc1c(C(=O)N(Cc2ccc(N(C)C)cc2)CC2CCCO2)oc2ccc(Br)cc12 (stereo not given)	1.3
CCCS(=O)(=O)c1nc(S(=O)(=O)c2ccc(C)cc2)c(NC)s1	-1.2
COC(=O)c1c(-c2cccs2)csc1NC(=O)COc1c(C)ccc(C)c1C	-3.9

Part of the list above, field by field:
CC(=O)Nc1ccc(NC(=O)CSc2nc3ccccc3nc2N2CCCCC2)cc1
  RBX1-CUL1 inh = -0.2
Cc1c(C(=O)N(Cc2ccc(N(C)C)cc2)CC2CCCO2)oc2ccc(Br)cc12 (stereo not given)
  RBX1-CUL1 inh = 1.3
CCCS(=O)(=O)c1nc(S(=O)(=O)c2ccc(C)cc2)c(NC)s1
  RBX1-CUL1 inh = -1.2

(further entries)
Molecule	RBX1-CUL1 inh
CC(C)N(CCCNC(=O)Cn1ncc2c([nH]c3ccccc32)c1=O)Cc1ccccc1	3.9
Cc1cccc(C)c1N=C1N=C(SCC(N)=O)N(c2cccc(Cl)c2)C12CCCCC2	-4.9
O=C(NCc1cccnc1Oc1ccccc1)c1ccccn1	9.0
O=C(OCC1CCCO1)c1cccc(O)c1 (stereo not given)	1.7
CCOC(=O)c1cc(C)n(CC(=O)O)c1C	-0.7
Cc1ccccc1NC(=O)C1C2c3ccccc3OC1(C)N=c1s/c(=C/c3cnn(C)c3C)c(=O)n12 (stereo not given)	-4.1
CSc1ccc(CCNC(=O)Cn2ncn3c(cc4ccccc43)c2=O)cc1	-6.3
COc1ccc2cc(-c3ccccc3)ccc2c1OC	5.1
CCc1ccc(N2CCn3c2nc2c3c(=O)n(CCCc3ccccc3)c(=O)n2C)cc1	6.9
CC1=C(C#N)C(=O)N(C)C(=O)/C1=C/c1ccc(-c2ccc(Br)cc2C(=O)O)o1	5.6
COc1ccc(CCNS(=O)(=O)c2ccc3c(c2)c(=O)n(C)c(=O)n3C)cc1OC	3.5
COc1cc(OC)c(NC(=O)C2=C(C)C(=O)OC23CCCCCC3)cc1Cl	-5.1

Next results.
Molecule	RBX1-CUL1 inh
O=C(NCCc1ccc2c(c1)CN(C1CCCCC1)CO2)c1ccc(Cl)cc1	4.5
O=C(Nc1cccc(OCc2cc(=O)n3ccccc3n2)c1)c1ccccc1Br	0.5
O=C(Cc1ccc(Cl)cc1)Nc1ccc(C(=O)N2CCOCC2)cc1	-2.5
CC(C)OC(=O)CSc1nc2c(c(-c3cccs3)c1C#N)CN(C)CC2	4.5
O=c1[nH]c2ccccc2n2c(-c3ccc(Cl)cc3Cl)nnc12	-3.6
CCOc1cccc(C(=O)N2CCN(c3ccccc3F)CC2)c1	9.6
CCC(CC)C(=O)Nc1ccc(S(=O)(=O)N2CCC(c3nc4ccccc4s3)CC2)cc1	8.7
Fc1ccc(Nc2ncnc3onc(-c4cccc(Cl)c4)c23)c(F)c1	-3.0
O=C(CN1CCc2ccccc2C1)NCCc1ccccc1	3.4
CCOC(=O)c1c(NC(=O)c2cc(-c3ccc(Cl)cc3)on2)sc(C)c1C	0.8
COc1cccc(CC(C2CCN(C(=O)c3ccccc3C)CC2)N(C)C(=O)c2ccn(C)n2)c1 (stereo not given)	2.5
CC(C)COc1ccc(C(=O)N2CCC(c3nc4ccccc4s3)CC2)cc1	3.7

Remaining list, next part
Molecule	RBX1-CUL1 inh
Cc1nc(Oc2ccccc2)c2ccccc2n1	1.7
Cc1[nH]cnc1CN1CCC2(CCCN(CC3CCC3)C2)C1 (stereo not given)	10.6
CN(Cc1ccccc1)c1ncnc2c1nnn2C	-2.1
COc1ccc(Cl)cc1N(CC(=O)NCCSC(C)(C)C)S(C)(=O)=O	1.7
CCCN1CCN(C(=O)Cn2c(-c3cccs3)cc3ccccc32)CC1	8.1
CN1C(=N)C(NC(=O)c2cccs2)C(=O)N(C)C1=O (stereo not given)	0.5
CCOc1ccc2c(c1)sc(=NC(=O)C(=O)OC)n2CC(=O)OC	9.9
CCCc1nnc(NC(=O)c2ccc([N+](=O)[O-])c(Cl)c2)s1	-8.1
CCc1cc2c(cc3c(=O)n(CC(=O)NC4CCC(C)CC4)nc(CC)n32)s1 (stereo not given)	-8.9
COc1cc2c(c(OC)c1OC)C(c1ccncc1)CC(=O)N2 (stereo not given)	5.1
Cc1ccc2[nH]c(O)c(N=NC(=O)Nc3ccccc3)c2c1Br	-10.6
Cc1cc(N2CCN(C(=O)c3ccccc3)CC2)c2nncn2n1	13.4

(further entries)
Molecule	RBX1-CUL1 inh
CCCSc1nc2sc3c(c2c(=O)n1-c1ccc(C)cc1)CCC3	-2.8
C=C(C)CN(CC)C(=O)c1coc(COc2ccccc2F)n1	0.4
CN(C)S(=O)(=O)N1CCc2[nH]nc(-c3ccccc3F)c2C1	3.9
CCCC1=NN2C(=N)/C(=C/c3ccc(OCc4ccccc4C#N)c(OCC)c3)C(=O)N=C2S1	3.9
Cc1ccc(CNC(=O)CCNS(=O)(=O)c2ccc3c(c2)CCCC(=O)N3)cc1	6.7
Cc1ccccc1N1C(=O)C(=Nc2cccc(Cl)c2)C(Cl)C1=O (stereo not given)	-3.6
CC(C)CC(=O)Nc1cccc(NC(=O)CC(C)C)n1	-8.1
COC(=O)c1cc(CNC(=O)C23CC4CC(CC(C4)C2)C3)cc(NC(=O)Cc2ccsc2)c1	-4.1
O=C(NCC(c1ccco1)S(=O)(=O)c1cccs1)c1c(F)cccc1F (stereo not given)	-6.5
CCn1c(CN2CCN(Cc3ccc4c(c3)OCO4)CC2)n[nH]c1=S	5.0
CCc1ccc(NC(=O)C2=CC(c3cccs3)=NS(=O)(=O)N2C)cc1	-2.4
Cc1nnc2c3ccccc3c(N3CCCCC3)nn12	-1.1

(continued)
Molecule	RBX1-CUL1 inh
CSc1ccc(CNC2CC(C)(C)Cc3nc(N4CCOCC4)ncc32)cc1 (stereo not given)	0.6
COc1ccc(C(=O)CC=Nc2ccc(S(=O)(=O)Nc3ccc(OC)nn3)cc2)cc1	3.4
N#CC1C(=N)Oc2oc3ccccc3c(=O)c2C1c1cc(F)ccc1Br (stereo not given)	-1.0
c1ccc2oc(-n3cncn3)nc2c1	1.0
CC(C)OCCCNC(=O)C(=O)Nc1ccc2nc3n(c(=O)c2c1)CCCCC3	-4.7
CN(C)C(=O)c1ccc(N=CC2C(=O)NC(=O)N(c3ccc(Cl)cc3)C2=O)cc1 (stereo not given)	-4.5
COc1cc(NC(=S)NCCc2c[nH]c3ccccc23)c(OC)cc1Cl	7.3
COc1ccc(OC)c(/C=C2/SC(=Nc3ccc(C)cc3)NC2=O)c1	0.8
CCCSc1nnc(NC(=O)c2oc3cc(C)c(Cl)cc3c2C)s1	-2.7
O=C(Cn1c(O)c(N=NC(=O)c2cccc(NC(=O)c3ccccc3)c2)c2ccccc21)Nc1ccccc1	3.2
CCC1CCCCN1CCCNC(=O)C1C(=O)N=C2C=C(C)C=CN2C1=O (stereo not given)	8.4
COCCn1c(=O)c2c(nc3n(-c4ccc(C)cc4)c(C)c(C)n23)n(C)c1=O	1.0

More structures
Molecule	RBX1-CUL1 inh
O=C(NCCCN1CCN(CCCNC(=O)c2cc([N+](=O)[O-])ccc2Cl)CC1)c1cc([N+](=O)[O-])ccc1Cl	-1.3
C[N+]1(C)CCCC2c3ccccc3Sc3ccc(Cl)cc3C21 (stereo not given)	5.2
COc1ccc(-n2c(C)cc(/C=N/Nc3nnc(C)n3N)c2C)cc1	11.4
CCc1cc2c(cc3c(=O)n(CC(=O)NC4CCCCC4)nc(CC)n32)s1	-0.4
Cn1c(=O)c(=O)n(C)c2cc(S(=O)(=O)Nc3ccc(Cl)c(C(F)(F)F)c3)ccc21	-7.5
CCOc1ccc2c(c1)NC(C)(C)c1ssc(=Nc3cccc(F)c3)c1-2	-9.8
Cc1ccc(CNC(=O)CSc2c3c(nc4cc(Cl)ccc24)CCCC3)cc1	3.1
CCCCOc1ccc(CNC(=O)Cn2ncn3c(cc4cc(F)ccc43)c2=O)cc1	-7.7
Cc1nn(-c2ccccc2)c(Cl)c1C1c2c(n[nH]c2-c2ccc(Br)cc2)OC(=N)C1C#N (stereo not given)	4.6
COC(=O)c1sccc1S(=O)(=O)N(CC(=O)NCc1ccccc1)c1ccccc1	3.9
OCCC1CN(Cc2ccncc2)CCN1Cc1ccc(F)c(F)c1 (stereo not given)	-2.0
CCOC(=O)c1c(C)nn(Cc2ccccc2)c1N	9.4

(list continues)
Molecule	RBX1-CUL1 inh
Cc1csc(-c2coc3cc(OC(=O)CCNC(=O)OCc4ccccc4)cc(C)c3c2=O)n1	3.6
O=C(CCn1c(=O)c2cccn2c2cccnc21)NCc1ccccc1Br	-3.4
O=C(Oc1cccc(N2C(=O)CCC2=O)c1)c1ccccc1	5.1
C=CCOC(=O)C1C(C)=NC(=O)NC1c1cc(C(C)(C)C)c(O)c(C(C)(C)C)c1 (stereo not given)	4.5
COc1ccc2c(C)nc(N3CCC(NCc4c(F)cccc4F)CC3)nc2c1	11.0
Cc1cc2c(cc1S(=O)(=O)NCc1ccc(N(C)C)cc1)OCC(=O)N2	4.3
CC(C)c1ccc2c(c1)C(=O)Cc1cc(F)ccc1S2	5.7
C=CCN1CCN(C(=O)C(C)Oc2ccc(C)cc2C)CC1 (stereo not given)	1.3
CCOc1ccccc1NC(=O)c1ccc(C(C)(C)C)cc1	-0.6
CSc1n[nH]c(NCc2ccc(Cl)cc2)n1	-0.1
COC(=O)C1(C(F)(F)F)N=C2C(Cl)=CC(Cl)=CN2C(c2ccc(C)cc2)=N1 (stereo not given)	-2.5
CC1=CC(C)(C)N(C(=O)CN2C(=O)C3CCCCC3C2=O)c2ccc(C(c3ccccc3)(c3ccccc3)c3ccccc3)cc21 (stereo not given)	0.3

Gathered by group: the compounds so far with a tert-butyl group
Molecule	RBX1-CUL1 inh
COc1ccc(Cl)cc1N(CC(=O)NCCSC(C)(C)C)S(C)(=O)=O	1.7
C=CCOC(=O)C1C(C)=NC(=O)NC1c1cc(C(C)(C)C)c(O)c(C(C)(C)C)c1 (stereo not given)	4.5
CCOc1ccccc1NC(=O)c1ccc(C(C)(C)C)cc1	-0.6

Next part
Molecule	RBX1-CUL1 inh
O=c1n(-c2ccccc2)c(=O)n(-c2c3ccccc3nc3ccccc23)n1-c1c2ccccc2nc2ccccc12	3.7
CC(C)(C)c1ccc(-c2nc(SCC(=O)Nc3ccccc3F)n3[nH]c(=O)cc3n2)cc1	8.1
CC(=O)O[C@@H]1[C@H]2OC(=O)[C@@H](OC(C)=O)[C@H]2O[C@H]1Sc1ccccc1	2.2
CC1CCN(C(=O)C2CCC(C)(C(=O)O)C2(C)C)CC1 (stereo not given)	9.7
Cc1ccccc1CNC(=O)C(=O)NCC(c1ccco1)S(=O)(=O)c1ccc(F)cc1 (stereo not given)	-7.9
O=C1CCN(S(=O)(=O)c2ccccc2)c2c1ccc1ccccc21	1.6
CCOc1ccc(-n2c(C)nc3cc(C(=O)NC4CCCC4)ccc32)cc1	0.9
Cc1ccc(C)c(NC(=O)CN2C(=O)c3cccc4cccc2c34)c1	9.0
O=c1c2ccccc2n(Cc2ccccc2Cl)c(=O)n1CCc1ccccc1	-6.0
Cc1ccccc1CN1CCC(C(=O)Nc2ccccc2C)CC1	5.1
COc1ccc(-c2ccc(/C=N\NC(=O)COc3cc(C)ccc3C)o2)cc1Cl	-12.4
COCCn1c(O)c(C=C2C(C)=Nc3ccccc32)sc1=Nc1ccccc1	1.7

Next section.
Molecule	RBX1-CUL1 inh
CC1(C)O[C@H]2[C@@H](O1)[C@@H](C(=O)Nc1ccc(F)c(F)c1)O[C@@H]1OC(C)(C)O[C@@H]12	-0.1
Cc1ccc(NC(=O)c2sc3nc4c(cc3c2N)CCCC4)c(C)c1	-12.6
COc1ccc(C2c3c(n[nH]c3C)OC(=N)C2C#N)cc1COc1ccc(Br)cc1Cl (stereo not given)	0.9
O=C1CC(c2nc3ccccc3n2CCCCOc2ccccc2)CN1c1ccccc1Cl (stereo not given)	-4.8
OCCCc1nc2n(n1)C(c1cccc(Cl)c1)CC(c1ccccc1)=N2 (stereo not given)	8.2

Assay outcomes from PubChem.

An excerpt, so the mix of outcomes need not match the whole.
